# ERp5 block – inhibitors of human ERp5; ERp5 insulin aggregation, absorbance 650 nm, 90 min; inhibition, % at 9.99 µM; Q15084; AID 651711; 350,000 tested, 0.05% active;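 active = mean replicate inhibition above about 25%, with every replicate also reaching it, limit read from the data, passing the limit was not always enough; inconclusive = only one of those two criteria met; inactive = neither criterion met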
# Target sequence (Q15084 whole entry, looked up): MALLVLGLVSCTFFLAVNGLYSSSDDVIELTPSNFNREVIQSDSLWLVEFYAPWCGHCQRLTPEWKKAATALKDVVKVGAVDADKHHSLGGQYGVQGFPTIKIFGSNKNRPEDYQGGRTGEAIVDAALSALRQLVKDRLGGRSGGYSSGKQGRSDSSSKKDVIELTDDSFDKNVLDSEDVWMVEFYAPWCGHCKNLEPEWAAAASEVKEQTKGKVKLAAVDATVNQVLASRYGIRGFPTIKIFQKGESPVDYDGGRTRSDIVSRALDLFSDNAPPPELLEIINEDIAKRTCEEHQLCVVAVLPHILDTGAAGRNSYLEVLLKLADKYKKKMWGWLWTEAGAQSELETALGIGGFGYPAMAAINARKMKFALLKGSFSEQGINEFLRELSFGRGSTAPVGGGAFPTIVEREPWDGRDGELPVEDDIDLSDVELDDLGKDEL
# Statin myotox sup – suppressors of simvastatin-induced myotoxicity in C2C12 myotubes; 330,000 tested, 0.78% active; rescue of ATP level, % at 7.49 µM; ATP luminescence, 48 h; scaled: DMSO 0, geranylgeraniol control 100; AID 602340;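 active = mean ATP rescue above about 67%, or every replicate alone reaching that limit, limit read from the data, passing the limit was not always enough; inconclusive = no clear call, values can overlap the other calls; inactive = mean under the limit and some replicate under it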;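 note: myotubes were challenged with 10 µM simvastatin during compound exposure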
# SIRT5 block – sirtuin-5 (human) deacylase inhibition; AID 652115; 330,000 tested, 1.1% active; inhibition, % at 15 µM; Purified SirT5, succinyl-peptide AMC, trypsin-coupled fluorescence; Q9NXA8; in the data active = inhibition above about 15%; inconclusive = no clear call, values can overlap the other calls
# PglD inh – inhibitors of Campylobacter jejuni PglD acetyltransferase; purified PglD enzyme, DTNB colorimetric CoA detection; inhibition, % at 12.5 µM; 360,000 tested, 0.098% active; AID 602405; in the data active = inhibition above about 16%, passing the limit was not always enough; inconclusive = no clear call, values can overlap the other calls; note: strong numbers were not always called active
# DENV2 CPE rescue – protects cells from dengue virus 2 cytopathic effect | DENV2-infected cells, cytopathic effect rescue, plate reader | CPE inhibition, % at 9.99 µM | 350,000 tested, 1.7% active; in the data active = CPE inhibition above about 20%, passing the limit was not always enough; inconclusive = no clear call, values can overlap the other calls; tested in BHK-21 cells;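 note: 0% = median of neutral control wells and 100% = median of positive control wells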
# S100A4 inh HTS – S100A4-myosin IIA interaction inhibition; S100A4/TAMRA-MyoIIA peptide fluorescence polarization; inhibition, % at 10.7 µM; 360,000 tested, 0.14% active; AID 652163;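 active = mean inhibition of at least 70% across replicates, with every replicate also reaching that level; inconclusive = mean inhibition reaches 70% but some replicates fall short; inactive = mean inhibition below 70%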
#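 Test system: S100A4 monomer protein; Medium: HEPES pH 7.2 with CaCl2, KCl, NaCl, DTT, Triton; Probe or stimulus: TAMRA-labelled myosin IIA heavy-chain peptide probe, 5 nM; Doses: one dose per compound; Times: polarization read 5 min after assay mix addition, stable 5–60 min; Benchmarks: neutral control DMSO, positive control TFP.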
# E-selectin induc – induces E-selectin expression in human endothelial cells. 260,000 tested, 0.37% active. activation, % at 7.58 µM. HUVEC E-selectin immunofluorescence imaging; normalized: neutral wells 0, TNF-alpha wells 100. P16581;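 active = mean E-selectin-positive cell signal at least 10% of the positive control, reached in at least 60% of replicates, without over 20% cell loss; inconclusive = no rule given, readout overlaps actives, possibly toxicity-flagged; inactive = the rest, including those meeting only one limit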;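 note: in these data hits start at about 27%; measured in HUVEC primary endothelial cells; signal is the percent of cells scored E-selectin positive by PE staining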
# Target sequence (P16581 whole entry, looked up): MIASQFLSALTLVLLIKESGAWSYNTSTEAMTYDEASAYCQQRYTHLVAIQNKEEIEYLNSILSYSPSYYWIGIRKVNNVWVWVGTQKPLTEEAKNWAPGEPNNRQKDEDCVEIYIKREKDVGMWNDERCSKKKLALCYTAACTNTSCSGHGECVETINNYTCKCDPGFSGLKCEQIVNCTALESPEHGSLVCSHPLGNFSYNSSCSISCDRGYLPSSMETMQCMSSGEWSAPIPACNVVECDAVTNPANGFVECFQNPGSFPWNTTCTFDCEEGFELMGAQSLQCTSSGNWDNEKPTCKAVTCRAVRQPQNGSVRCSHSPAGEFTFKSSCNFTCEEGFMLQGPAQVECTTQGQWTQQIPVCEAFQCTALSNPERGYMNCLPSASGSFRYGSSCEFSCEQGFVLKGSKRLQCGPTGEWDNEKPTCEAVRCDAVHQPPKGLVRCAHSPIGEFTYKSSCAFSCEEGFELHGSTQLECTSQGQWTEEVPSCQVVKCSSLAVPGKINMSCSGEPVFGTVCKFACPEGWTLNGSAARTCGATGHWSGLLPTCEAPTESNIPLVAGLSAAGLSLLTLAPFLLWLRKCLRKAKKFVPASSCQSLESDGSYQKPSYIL
#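 Test system – human umbilical vein endothelial cells (HUVEC), E-selectin induction · Input – 3,000 HUVEC seeded per well · Buffer or medium – EGM-2, gelatin · Compound dosing – single-point compound dose · Detection – immunofluorescence imaging · Measure – percent E-selectin-positive cells · Controls – TNF-alpha high, DMSO low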
# * = called active by the depositor; ? = inconclusive; . = no result given. The list is partial; the hit share may differ from the screen's.
SMILES | ERp5 block | Statin myotox sup | SIRT5 block | PglD inh | DENV2 CPE rescue | S100A4 inh HTS | E-selectin induc
COc1cc(C(=O)Nc2ncccc2C)ccc1OCC(=O)N1CCOCC1 | -2 | 0 | -3 | 2 | -4 | 1 | 1.1
CC(C)COc1cccc(C(=O)NNC(=O)C2COc3ccccc3O2)c1 (centres undefined) | 8 | . | -1 | 4 | -3 | -18 | -0.2
COc1cc(C(=O)OCC(=O)NC(=O)c2cccn2C)ccc1OC(F)F | 3 | 2 | 4 | -9 | 16 | -4 | 1.1
CCc1noc(C)c1C(=O)NC1CC(C)(C)Cc2c1cnn2-c1ccccc1 (centres undefined) | 5 | 8 | -5 | 1 | 7 | -3 | -0.1
Cc1cc(N=Nc2c(O)c3ccccc3[nH]c2=O)ccc1N=Nc1ccc(C(=O)N(C)C)cc1 | 1 | 20 | -1 | -1 | -2 | 20 | 0.3
CCN(CC)CCN(C)C(=O)c1[nH]c(C(F)(F)F)nc1-c1ccccc1 | -7 | 3 | -1 | 1 | -5 | -4 | -0.1
O=C(NC1CCCCCCC1)c1ccc(CNc2c(N3CCOCC3)c(=O)c2=O)cc1 | 3 | . | 1 | -3 | -5 | -7 | 0.0
CC(NC(=O)Nc1ccc([N+](=O)[O-])cc1)C(c1cccs1)N1CCCC1 (centres undefined) | -6 | . | 2 | . | -2 | -3 | 1.5
C[N+]1(CCOC(=O)C2(c3ccccc3)CCCC2)CCCCC1 | 11 | . | 9 | . | . | 0 | 2.9
CCN(CC)c1ccc(NC(=O)CN2C(=O)CC(C)(C)S(=O)(=O)c3ccccc32)c(C)c1 | -6 | -3 | . | 4 | 2 | 4 | .
Cc1cc(C)cc(C(=O)NCC(=O)OCC(=O)NC2CCCc3ccccc32)c1 (centres undefined) | 4 | -6 | -2 | -7 | -12 | -2 | .
Cc1[nH]c2ccc(C(=O)OC(C)C(=O)NC3CCCCC3C)cc2c1C (centres undefined) | -1 | 1 | -2 | -1 | -5 | -3 | .
C/C=C/c1ccc2c(c1)O[C@H](CN(C)Cc1ccc(C(=O)O)cc1)[C@@H](C)CN([C@@H](C)CO)S2(=O)=O | 0 | 2 | 2 | 6 | 7 | 0 | -0.1
O=C(Nc1ccc(F)cc1)N1C[C@H]2[C@@H](c3ccccc31)[C@H](CO)N2C(=O)c1ccc(F)cc1 | . | -1 | . | 1 | . | . | 0.0
CC(C)CN1CCNC(=O)C1CC(=O)NCCCN1CCCc2ccccc21 (centres undefined) | -1 | 9 | -2 | -1 | -1 | 8 | 3.2
COc1ccc(O)c(C(=O)c2cnc3c(c2)c(-c2ccc(F)cc2)c(C#N)c(=O)n3C)c1 | 1 | . | -2 | . | . | -5 | 1.2
Cc1cc(C)n(CC(=O)NNC(=O)CCNC(=O)c2ccccc2Cl)n1 | 4 | -3 | 2 | -1 | -7 | 0 | .
Cc1ccc(NC(=O)CN(CCc2ccccc2)S(C)(=O)=O)cc1 | 3 | 11 | 10 | 0 | -5 | -2 | .
CN(C)CCCNC(=O)C[C@@H]1C=C[C@@H](NS(=O)(=O)c2ccccc2)[C@H](CO)O1 | -1 | 6 | -1 | 3 | -6 | 4 | -1.1
COc1cccc(NC(=O)N[C@@H]2C=C[C@H](CC(=O)N3CCOCC3)O[C@H]2CO)c1 | -3 | -10 | -4 | -1 | 13 | 0 | -0.1
Cc1c[n+]([O-])cc(C)c1[N+](=O)[O-] | -6 | -3 | . | -10 | 0 | 3 | 0.3
COCCNC(=S)NNc1cccc(C(=O)O)c1 | -5 | . | -3 | 5 | -1 | -1 | -0.2
O=C(CNC(=O)c1ccc2ccccc2c1)NCc1ccc(F)cc1 | 5 | -2 | -2 | -6 | 1 | -5 | .
O=C(/C=C/c1ccccc1[N+](=O)[O-])N1CCCCC1 | -4 | . | 0 | . | -1 | -2 | 0.2
Cc1ccc2nc(SCC(=O)NC3CC3)[nH]c2c1 | 3 | -3 | -1 | -2 | 2 | -4 | 0.0

# Record cards, from the list above.
# Listed for Cc1ccc2nc(SCC(=O)NC3CC3)[nH]c2c1 : ERp5 block = 3; Statin myotox sup = -3; SIRT5 block = -1; PglD inh = -2; DENV2 CPE rescue = 2; S100A4 inh HTS = -4; E-selectin induc = 0.0
# Listed for CC(NC(=O)Nc1ccc([N+](=O)[O-])cc1)C(c1cccs1)N1CCCC1 (centres undefined) : ERp5 block = -6; Statin myotox sup = .; SIRT5 block = 2; PglD inh = .; DENV2 CPE rescue = -2; S100A4 inh HTS = -3; E-selectin induc = 1.5

# (list continues)
structure,ERp5 block,Statin myotox sup,SIRT5 block,PglD inh,DENV2 CPE rescue,S100A4 inh HTS,E-selectin induc
COc1cc(C(=O)CCc2ccc3c(c2)OCO3)cc(OC)c1OC,-2,0,.,3,4,7,-0.1
O=C(CNC(=O)c1cccc(Br)c1)N/N=C/c1cc(Br)cc(Br)c1O,7,.,2,5,-7,2,0.0
COc1ccccc1CNC(=O)CN(c1ccc(C)cc1)S(=O)(=O)c1c(C)noc1C,-1,-4,-6,1,3,0,.
Cc1cc(C)cc(NC(=O)CSc2nnc(Cn3c(=O)sc4ccccc43)n2C)c1,-5,8,.,-6,-4,5,0.0
CCOC(=O)N1CCN(C(=O)c2c[nH]c3ccc(S(=O)(=O)N(C)c4ccc(F)cc4)cc3c2=O)CC1,2,4,-1,0,-4,2,.
COc1ccc(N2CCN(c3cc(C)c4ccccc4n3)CC2)cc1,-11,-16,-3,-1,2,-24,.
O=C(Nc1ccccc1N1CCCCC1)c1ccc(-c2cc(Cl)ccc2Cl)o1,-4,-13,2,5,12,3,.
O=C(NC(=S)NCc1ccncc1)c1ccccc1,3,.,-1,-2,-12,5,-5.1
Cc1noc(C)c1NC(=O)NCC[C@H]1CC[C@H](NC(=O)c2ccncc2)[C@H](CO)O1,0,-11,1,-44,5,2,0.1
CC(=O)Nc1cc(-c2cccc(N)c2)cn2c(-c3ccccc3)cnc12,1,2,.,-4,8,-1,-0.1
Cc1ccc(S(=O)(=O)Nc2ccc3c(c2)C(=O)N([C@@H](C)CO)C[C@@H](C)[C@@H](CN(C)S(=O)(=O)c2cccs2)OCCCC[C@@H](C)O3)cc1,0,.,5,-2,40*,-23,4.2
C[C@H](CO)N1C[C@H](C)[C@@H](CN(C)C(=O)Nc2ccc(F)cc2)Oc2ccc(N(C)C)cc2CC1=O,-6,3,1,-5,-11,-10,-3.5
C[C@H](c1ccccc1)N1C[C@@H](COCc2ccccc2)Oc2cc(N3CCC[C@@H]3CO)ccc2S1(=O)=O,7,.,-3,.,-2,-7,0.3
COc1ccc(NC(=S)N(CCc2c(C)[nH]c3ccc(C)cc23)Cc2cccnc2)cc1,-3,16,-2,1,?,0,-0.2
Cc1ccccc1NC(=O)Cc1nc(COC(=O)CCNS(=O)(=O)c2ccccc2)cs1,6,13,-2,7,?,-1,.
CC(CCCC(C)(C)O)NC(=O)c1cc(COc2ccc3ncccc3c2)on1 (centres undefined),2,.,1,.,4,0,0.7
O=C(Nc1ccc([N+](=O)[O-])cc1Br)c1cc2ccccc2nc1Cl,-1,.,-4,6,14,2,-0.3
COC(=O)[C@]1(Cc2ccccc2)N[C@H](CN(C)C(=O)Nc2ccc(C(F)(F)F)cc2)[C@@H]2C(=O)N(Cc3ccccc3)C(=O)[C@@H]21,-3,0,0,11,3,-5,.
COc1ccc(-c2csc(C(O)c3cccnc3)n2)cn1 (centres undefined),3,7,.,3,-8,-4,0.2
O=C(C[C@@H]1CC[C@@H]2[C@H](COC[C@@H](O)CN2C(=O)Nc2ccccc2)O1)NC1Cc2ccccc2C1,-4,-5,0,2,6,-2,-0.1
Cc1cccc(NC(=O)COc2cccc3c2CCNC3=O)c1,1,-1,.,0,10,-4,0.9
Cc1sc(NC(=O)CN2CCCC2)nc1-c1ccc2c(c1)CCN2C(=O)c1cccc(F)c1,3,-6,-5,3,4,-4,.
CCOc1ccc2nc(N(Cc3ccccc3)C(=O)CCNC(C)=O)sc2c1,4,.,-1,.,-13,-2,-0.1
C[C@@H]1CN([C@@H](C)CO)C(=O)c2cccc(NC(=O)C3CC3)c2O[C@H]1CN(C)Cc1ccccc1,-2,-2,9,-4,2,-3,52*
CCCN1C[C@H](C)[C@H](OC)CN(C)C(=O)c2cc(NC(=O)C3CC3)ccc2OC[C@@H]1C,-5,10,-5,5,-4,-7,0.3
CCCCCC(=O)Nc1ccc(N2CCOCC2)c(S(=O)(=O)Nc2ccc(OC)cc2)c1,4,.,2,.,-1,-14,.
COc1ccc(CCNC(=O)C2CC(c3c(Cl)cccc3Cl)=NO2)cc1 (centres undefined),-1,1,-6,-4,2,-20,0.5
COc1cccc(C(=O)Nc2ccc3c(c2)C(=O)N(C)C[C@@H](OC)[C@H](C)CN(C(=O)C2CCCC2)[C@@H](C)CO3)c1,2,3,-3,3,10,-5,0.0
CCOCCCNS(=O)(=O)c1ccc(NC(=O)CN2C(=O)c3ccccc3C2=O)cc1,-5,6,-7,-4,.,9,0.0
Cc1cc(C)c(C2C(C#N)=C(N)Oc3n[nH]c(C)c32)cc1CN1CCOCC1 (centres undefined),2,.,0,.,-1,-2,.
C[C@H]1CN([C@@H](C)CO)C(=O)c2ccccc2-c2ccccc2CO[C@H]1CN(C)C(=O)[C@@H]1CCCN1C,1,.,3,0,.,6,-0.3
O=C(NCCCc1ccccc1)c1ccc(CS(=O)Cc2ccccc2Cl)o1 (centres undefined),6,6,2,-3,16,-4,?

# A different layout for some results above:
# The line under a structure holds: ERp5 block	Statin myotox sup	SIRT5 block	PglD inh	DENV2 CPE rescue	S100A4 inh HTS	E-selectin induc
C/C=C/c1ccc2c(c1)O[C@H](CN(C)Cc1ccc(C(=O)O)cc1)[C@@H](C)CN([C@@H](C)CO)S2(=O)=O
 : 0	2	2	6	7	0	-0.1
Cc1ccc(NC(=O)CN(CCc2ccccc2)S(C)(=O)=O)cc1
 : 3	11	10	0	-5	-2	.

# (list continues)
structure,ERp5 block,Statin myotox sup,SIRT5 block,PglD inh,DENV2 CPE rescue,S100A4 inh HTS,E-selectin induc
NC(COCc1ccccc1)c1csc(Nc2nncc3ccccc23)n1 (centres undefined),4,3,-1,-7,?,-5,0.8
C[C@H](CO)N1C[C@H](C)[C@H](CN(C)Cc2ccc(-c3ccccc3)cc2)Oc2c(NC(=O)c3cnccn3)cccc2C1=O,0,-27,0,-1,?,17,-4.6
Cc1ccccc1CC1(CO)CCCN(C(=O)c2ccccc2N(C)C)C1 (centres undefined),4,-8,-3,2,1,3,.
c1cncc(CNc2ncnc3sc4c(c23)CCC4)c1,0,.,0,.,1,-11,0.5
O=C1C2C3C=CC(C3)C2C(=O)N1c1ccc(-c2nc(-c3ccccc3)nc3ccccc23)cc1 (centres undefined),-1,.,-34,.,16,-2,.
O=S(=O)(c1ccc(NC(=S)NN=C(Cc2ccccc2)Cc2ccccc2)cc1)N1CCOCC1,3,-2,1,.,-6,3,.
O=C1CCC(C(=O)OCC(=O)Nc2cc(Cl)ccc2F)=NN1,-2,4,-4,-3,-7,22,-0.5
CC(C)C[C@H]1COc2ccc(Cl)cc2S(=O)(=O)N1C[C@H](NC(=O)OC(C)(C)C)C(C)C,1,.,.,.,1,6,0.2

# Compound activity from PubChem.
